Tb PFK inh = inhibitors of T. brucei phosphofructokinase; T. brucei PFK, ADP-Glo luminescence; Potency, µM (highest dose often 57.5 µM), for the others: at the top dose activity, negative = inhibition, usual class: inhibitors; 330,000 tested, 0.17% active;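 note: potency is the fitted concentration of half-maximal effect; 0% = uninhibited 1x PFK enzyme wells and -100% = no-enzyme wells; nearly all actives have a fitted effect of over 60% in size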
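In TEA buffer at pH 8.0 with 5 mM MgCl2, enzyme (1.25 nM) converted F6P (0.5 mM) and ATP (0.1 mM) for 45 min at room temperature. ADP product was read by luciferase luminescence.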
Eya2 phos inh = Eya2 (human) phosphatase inhibition. O00167. recombinant Eya2, OMFP fluorescence dephosphorylation (OMFP is methylfluorescein phosphate). AID 488837. 330,000 tested, 0.006% active. Potency, µM (series often up to 76.9 µM), without a hit: at the top dose activity, negative = inhibition, usual class: inhibitors; note: potency is the fitted concentration of half-maximal effect; % is set by controls: 0 for no effect and ±100 for the full control effect
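Eya2 protein (added as 0.2 uM solution) was preincubated with compound for 10 min at ambient temperature in 50 mM HEPES pH 7.5, 50 mM NaCl, 5 uM MgCl2, 0.05% BSA, 1 mM DTT. OMFP (added at 50 uM) then reacted 10 min; fluorescence read at 485/525 nm.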
TSHR antag = antagonists of human thyroid stimulating hormone receptor. AID 504810. TSHR-expressing cells, TSH-stimulated cAMP HTRF, 2 h; stronger effect = lower value. activity change, negative = inhibition, % at 11.5 µM. 330,000 tested, 0.2% active;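 active = activity change below a set negative limit, meaning inhibition stronger than a set level, cut at about -70% in these data; inconclusive = activity change between two set negative limits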; note: % is set by controls: 0 for no effect and ±100 for the full control effect
Target sequence (P16473 whole entry, looked up): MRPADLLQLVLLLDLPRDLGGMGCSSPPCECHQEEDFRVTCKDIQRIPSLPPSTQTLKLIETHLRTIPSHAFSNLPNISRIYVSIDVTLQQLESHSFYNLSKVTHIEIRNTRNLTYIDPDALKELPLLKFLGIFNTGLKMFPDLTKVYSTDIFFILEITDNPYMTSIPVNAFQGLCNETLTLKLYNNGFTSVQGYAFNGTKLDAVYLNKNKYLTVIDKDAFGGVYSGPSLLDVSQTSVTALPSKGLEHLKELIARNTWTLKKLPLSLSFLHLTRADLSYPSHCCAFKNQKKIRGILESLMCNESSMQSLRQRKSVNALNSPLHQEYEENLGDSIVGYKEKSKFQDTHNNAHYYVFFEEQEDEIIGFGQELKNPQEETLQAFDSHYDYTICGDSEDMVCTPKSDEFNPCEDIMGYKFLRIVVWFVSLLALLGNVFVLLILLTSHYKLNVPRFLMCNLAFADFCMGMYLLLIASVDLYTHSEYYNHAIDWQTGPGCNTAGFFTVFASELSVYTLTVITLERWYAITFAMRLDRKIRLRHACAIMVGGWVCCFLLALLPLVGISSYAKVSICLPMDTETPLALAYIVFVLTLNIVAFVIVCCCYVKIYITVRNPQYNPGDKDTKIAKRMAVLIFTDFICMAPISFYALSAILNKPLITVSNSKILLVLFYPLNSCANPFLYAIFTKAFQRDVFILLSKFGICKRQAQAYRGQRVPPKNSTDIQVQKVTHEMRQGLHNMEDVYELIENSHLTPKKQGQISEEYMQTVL
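Read-out is FRET at 665 nm (cryptate excitation 337 nm) from a cryptate-tagged anti-cAMP antibody, competed by cell cAMP against cAMP-d2. Compounds are tested on freshly harvested TSHR cells challenged with 4nM TSH (EC80) for 2 hours at 37 deg C.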
Mito fusion act = mitochondrial division inhibition or fusion activation; S. cerevisiae fusion-defective mutant growth rescue, CellTiterGlo 48 h; Potency, µM (top dose mostly 46.1 µM), for the others: top-dose growth rescue (activation), actives largely listed as activators; 320,000 tested, 0.23% active; AID 485298;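 note: potency is the fitted concentration of half-maximal effect; % of control where 0% means no effect; nearly all actives have a fitted effect of over 45% in size; temperature-sensitive fusion mutants such as fzo1-1 at 37 °C on non-fermentable ethanol glycerol medium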
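Luminescent cell viability in 1536-well qHTS format served as the measure of rescued growth in ts fusion-mutant S. cerevisiae cultured on non-fermentable YPEG for 48 hours at 37C.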
PTAP TSG101 blk = blocks PTAP/TSG101 interaction to inhibit HIV-1 budding; AID 493005; Potency, µM (series often up to 115 µM), for inactives: top-dose activity change, negative = inhibition, hits mostly inhibitors; 340,000 tested, under 10 active; Fluorescence polarization, FITC-PTAP peptide / Tsg101 binding; Q99816; active = well fitted inhibition curve with a large enough effect in the main read-out, with a control signal flat, not every such curve was filed as active; inconclusive = small, poorly fitted or top-dose-only effect, or effect the other way, or a change in a side signal; inactive = no such curve, though single readings can be large or run the other way; note: potency is the fitted concentration of half-maximal effect; % of control where 0% means no effect
Target sequence (Q99816 whole entry, looked up): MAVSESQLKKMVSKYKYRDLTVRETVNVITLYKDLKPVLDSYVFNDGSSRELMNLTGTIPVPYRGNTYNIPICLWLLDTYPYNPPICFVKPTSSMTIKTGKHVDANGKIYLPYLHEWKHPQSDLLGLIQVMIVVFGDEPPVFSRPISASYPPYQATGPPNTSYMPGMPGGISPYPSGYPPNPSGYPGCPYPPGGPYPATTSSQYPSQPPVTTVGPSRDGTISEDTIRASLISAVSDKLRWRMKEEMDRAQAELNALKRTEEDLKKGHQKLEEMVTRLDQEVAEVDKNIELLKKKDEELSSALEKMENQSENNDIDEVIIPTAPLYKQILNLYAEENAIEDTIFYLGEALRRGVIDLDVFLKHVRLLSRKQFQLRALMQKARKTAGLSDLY
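Fluorescence anisotropy tracks displacement of a FITC-tagged PTAP peptide (50 nM) from the Tsg101 binding domain (10 uM), following a 20 min room-temperature incubation at pH 7.5.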
Chronic BCR inh = chronic active BCR signaling inhibition | AID 493014 | Potency, µM (titrated, usually from 46.1 µM), for the others: at the highest dose ratio change, negative = lower green/red ratio, usual class: inhibitors | 340,000 tested, 0.05% active | ABC-DLBCL IkBa-CBG/CBR reporter, luminescence ratio, 4 h; active = well fitted inhibition curve with a large enough effect in the signal ratio, with a control signal flat, not every such curve was filed as active; inconclusive = small, poorly fitted or top-dose-only effect, or effect the other way, or a change in a side signal; the % refers to the signal ratio;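 note: potency is the fitted concentration of half-maximal effect; plate controls were basal doxycycline-induced cells for no effect and cells given 10 µM MG132 for full effect; MG132 reads +100%, hits lower the ratio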
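TMD8 ABC-DLBCL cells carrying doxycycline-inducible green luciferase fused to IkappaBalpha plus unfused red luciferase were exposed to compounds (up to 46 uM) for 4 hrs at 37C. Activity came from the overlap-corrected green/red luminescence ratio.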
TCR act = T cell receptor activation; 330,000 tested, under 10 active; Potency, µM (top dose mostly 9.22 µM), without a hit: at the highest dose activation of IL-2 secretion, actives largely listed as activators; AID 504894; primary human leukocytes, anti-CD3, IL-2 HTRF, 48 h; note: % of control where 0% means no effect
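Activity was scored as IL-2 release from primary human leukocytes given only a TCR signal (a-CD3 beads) plus compound for 48 hr. Detection used a two-antibody HTRF format read at 665nm.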
USP2a inh = USP2a (human) protease inhibition | 330,000 tested, 0.01% active | O75604 | Potency, µM (highest dose often 38.3 µM), for inactives: at the top dose activity change, negative = inhibition, most hits filed as inhibitors | USP2 core, Ub-CHOP2 coupled fluorogenic reporter, 485/531;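 note: potency is the fitted concentration of half-maximal effect; plate controls were DMSO wells for no effect and full inhibition by NEM control for full effect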
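Deubiquitinase activity read as fluorescence (485/531 nm) after Ub-CHOP2 cleavage activates the enterokinase reporter on its substrate; USP2 core 10nM, Ub-CHOP2 and substrate 25nM each, 30min compound preincubation then 60min RT; data normalized to NEM, curves fitted.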
B2AR arrestin = recruits beta-arrestin to the human beta2-adrenergic receptor; P07550; beta-arrestin recruitment to beta2AR, cell-based reporter; Potency, µM (highest dose often 46.1 µM), for the others: at the highest dose activation, usual class: activators; 330,000 tested, 0.02% active; AID 492947;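 note: potency is the fitted concentration of half-maximal effect; 0% = DMSO controls and full agonism = EC100 isoproterenol or metaproterenol; nearly all actives have a fitted effect of over 65% in size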
ELG1 repair inh = ELG1-dependent DNA repair inhibition. 330,000 tested, 2.3% active. HEK293T ELG1-luciferase reporter, luminescence, 16 h; DNA damage induced by 5-fluorouridine. AID 504467. Potency, µM (top dose mostly 46.1 µM), without a hit: at the top dose activity change, negative = inhibition, most hits filed as inhibitors; note: potency is the fitted concentration of half-maximal effect; % is set by controls: 0 for no effect and ±100 for the full control effect; nearly all actives have a fitted effect of over 55% in size
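5-Fluorouridine DNA damage + compound/DMSO, 2,000 cells/well, 16 h, 37 °C/5% CO2. ONE-Glo, 30 min RT, luminescence. Readout = decrease in reporter signal.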
uPA surface inh = inhibitors of cell surface uPA generation; Potency, µM (doses to about 38.3 µM), for inactives: at the top dose activity change, negative = inhibition, most hits filed as inhibitors; AID 540303; 330,000 tested, 0.31% active; cell surface uPA generation assay, qHTS; active = well fitted inhibition curve with a large enough effect; inconclusive = small, poorly fitted or top-dose-only effect; inactive = no such curve, though single readings can be large or run the other way; tested in mouse RAW 264.7 cells; note: potency is the fitted concentration of half-maximal effect; % is set by controls: 0 for no effect and ±100 for the full control effect; nearly all actives have a fitted effect of over 55% in size
Active calls of the source: *; ? = inconclusive; · = no result given; & = joins results of further samples; [ ] = remark or other dose. Unless noted, calls come from the whole dose curve; as a rule, active = well fitted curve in the direction sought with a large enough effect; inconclusive = small, poorly fitted or top-dose-only effect, or another doubt; inactive = no such curve, though single readings can be large; an effect the other way counts as inactive or inconclusive.

SMILES	Tb PFK inh	Eya2 phos inh	TSHR antag	Mito fusion act	PTAP TSG101 blk	Chronic BCR inh	TCR act	USP2a inh	B2AR arrestin	ELG1 repair inh	uPA surface inh
Cc1ccccc1/C=C/C1=NCCN1	-7%	5%&-6%	-16&-1	?	-1%	?	0%	0%	0.1%	23%	4µM*
Cc1ccc2sc(C)[n+](CCCS(=O)(=O)[O-])c2c1	27%	1%	-12	1%	-7%	9%	-2%	0%	-0.1%	4%	2%
CCCCn1nnc(NC(=O)CC23CC4CC(CC(C4)C2)C3)n1	3%	-20%	-8	2%	-2%	?	1%	3%	-0.5%	3%	2%
Cc1cc(C)c(S(=O)(=O)c2c(C)cccc2C)c(OCC(C)C)n1	2%	-4%	-33	?	-4%	23%	4%	0%	-0.1%	-5%	5%
Cc1ccc(NC(=O)CS(=O)CC(=O)N(C2CCCC2)C(C)C(=O)NC2CCCCC2)cc1 (configuration not stated)	2%	-9%	31	4%	1%	0%	0%[46.1 µM]	-2%	0.6%	-4%	3%
COC(=O)[C@H](CC(C)C)NC(=O)N1CCC(C)CC1	3%	-16%	-1	7%	0%	2%	-2%	3%	0.1%	-1%	4%
Cc1ccc(-c2cc(Cc3ccc(N(C)C)cc3)c(=O)[nH]n2)cc1	2%	-4%	-7	2%	-2%	-5%	2%	-1%	-0.1%	0%	-5%
Cc1cccc(C(=O)Nc2ccc3c(c2)ncn3C)c1	-13%	0%	7	4%	-2%	-4%	-1%	-7%	-1.0%	?	-7%
COC(=O)N1[C@H](Cc2ccccc2)C=C[C@]1(C)C(=O)NCc1ccccn1	2%	8%	9	-2%	2%	2%	-3%	2%	-0.6%	?	-1%
Cn1c2ccccc2c(=O)c2c(=O)n(Cc3ccco3)c(-c3ccc(C(C)(C)C)cc3)nc21	1%	-3%	-5	7%	·	?	·	-2%	-1.0%	1%	·
CC(OC(=O)CNC(=O)c1ccc(F)cc1)C(=O)Nc1ccc(S(=O)(=O)N2CCOCC2)cc1 (configuration not stated)	-1%	12%	0	-2%	-1%	?	7%	0%	-0.1%	-2%	14%
Cc1cc(C)n2nc(C(=O)NCc3ccccc3)nc2n1	-2%	-15%	-7	4%	-3%	-2%	-3%	0%	-0.3%	9%	-5%
O=C(CCSc1ccccc1)Nc1ccccc1Br	-3%	6%	-12	2%	0%	?	-1%	0%	-0.2%	?	1%
O=C(C1=C(O)C(=O)N(CCc2ccccc2)C1c1cccnc1)c1ccco1 (configuration not stated)	-23%	11%	29	-1%	-6%	4%	-10%	7%	-0.1%	7%	-2%
O=C(O)c1ccc(S(=O)(=O)NCc2cccnc2)cc1	4%	9%	1	10%	0%	3%	4%	6%	-0.1%	-3%	-5%
Nc1nnc(N)c2ccccc12	17%	-9%	-1	2%	-1%	-18%	0%	1%	0.2%	17%	0%
Cc1[nH]c(=S)sc1Cc1ccc(Cl)c(Cl)c1	19µM*	-12%	-28	10%	·	-7%	-8%[46.1 µM]	-4%	-1.8%	1%	·
O=C(NC(Cc1c[nH]c2ccccc12)C(=O)N1CCOCC1)c1cccs1 (configuration not stated)	-5%	6%	7	7%	-2%	2%	·	0%	0.1%	-16%	5%
Cc1nn(-c2ccccc2)c(Cl)c1/C=N/NC(=O)c1cccnc1	-3%	-9%	-5	-8%	-3%	-6%	2%[46.1 µM]	4%	0.1%	?	-2%
Cc1cc(C)n2nc(SCC(=O)N(C(C)C)C(C)C)nc2n1	1%	15%	-10	2%	-8%	0%	1%	-1%	-0.5%	3%	1%
Cc1cccn2c(=O)nc(SCC(=O)NCc3ccc(F)cc3)nc12	-1%	?	9	-3%	-1%	0%	-6%	2%	-0.3%	2%	-2%
CNC(=O)c1ccc(CN(C)CC(=O)Nc2ccccc2C(=O)NC2CC2)cc1	-30%	24%	8	1%	0%	0%	-1%	0%	0.3%	9%	-4%
COCC(C)n1c(C)cc(C(=O)CSc2cc(C)c3ccccc3n2)c1C (configuration not stated)	3%	-7%	-7	?	2%	-7%	-1%[46.1 µM]	2%	-0.4%	-24%	0%
COc1ccc2c(c1)C(SCC(=O)NCCc1ccc(Cl)cc1)CC(C)(C)O2 (configuration not stated)	-2%	-2%	-6	18%	-3%	?	-7%	2%	-0.3%	-16%	-14%
CC(C)CCn1cnc2c([nH]c3cccc(Cl)c32)c1=O	0%	-10%	5	0%	0%	?	-3%	1%	-1.1%	22%	-2%
SMILES	Tb PFK inh	Eya2 phos inh	TSHR antag	Mito fusion act	PTAP TSG101 blk	Chronic BCR inh	TCR act	USP2a inh	B2AR arrestin	ELG1 repair inh	uPA surface inh
CCO[C@@H]1OC(C(=O)NC2CC2)=C[C@H](C)[C@H]1CCCO	2%	12%	-4	-3%	-4%	1%	6%	-8%	-0.1%	18%	-2%
C/C(=N\NC(=O)c1cccnc1)c1cc2ccccc2o1	-1%	24%	6	0%	-4%	?	-5%	1%	0.2%	0%	-5%
CC(C)(C)OC(=O)C[C@@H]1C/C=C\C[C@H](CC(=O)NCCO)C(=O)NC[C@H](c2ccccc2)OC1=O	1%	2%	2	·	-3%	0%	2%	2%	-0.1%	22%	8%
CCOc1cc(/C=N/NC(=O)COc2ccc(C)cc2)ccc1OC(=O)c1cccs1	0%	-19%	-16	1%	-6%	-11%	15%	-1%	-0.2%	1%	-21%
COc1cc2c(=O)n(CCCC(=O)NCC3CCCO3)c(=O)n(CC(=O)c3ccc(F)cc3)c2cc1OC (configuration not stated)	-5%	1%	-2	21%	-1%	-11%	1%	0%	0.3%	-10%	2%
CCCN1CCN(CCCNC(=O)c2cc3c(=O)[nH]c4ccccc4c3s2)CC1	2%	-17%	8	-5%	-8%	-4%	-5%	3%	-1.4%	?	?
CCOc1ccccc1C1CC(=O)Nc2cc(C)c(C)cc21 (configuration not stated)	-3%	-12%	-22	3%	-2%	-16%	1%	2%	-0.7%	-9%	7.1µM*
CCOc1ccc(CN2CCNC(=O)C2CC(=O)N(C)C2CCCCC2)cc1 (configuration not stated)	6%	-5%	12	-17%	-3%	7%	2%	-9%	0.0%	9%	4%
COc1cc(NC(=O)C2CC(=O)N(Cc3ccco3)C2)cc(OC)c1 (configuration not stated)	4%	3%	-5	-1%	-5%	-10%	1%	1%	-1.0%	3%	5%
CCCCc1cc(=O)oc2cc(OCc3nn[nH]n3)c(Cl)cc12	-4%	-39%	-6	4%	-28%	0%	0%	-10%	0.2%	-1%	-6%
Cc1ccc(OCC(=O)N2CC(C)CC(C)C2)c([N+](=O)[O-])n1 (configuration not stated)	-1%	3%	20	·	-5%	0%	7%[46.1 µM]	1%	-1.2%	-1%	2%
O=C(O)c1ccccc1-c1nc(-c2ccccc2)c(-c2ccccc2)[nH]1	-2%	3%	10	-1%	-5%	-4%	-2%	1%	-0.2%	1%	-2%
O=C(C1=C[C@H](c2ccc(Br)cc2)C[C@H](OCCCCO)O1)N1CCN(Cc2ccccc2)CC1	-1%	-9%	-3	-1%	0%	-1%	6%	0%	-0.2%	-2%	-2%
CCn1c(CCCNC(=O)c2cccs2)nc2ccccc21	-1%	2%	-22	-1%	-4%	9%	-9%	3%	-0.1%	-4%	-1%
O=C(CO/N=C/c1ccccc1OC(F)F)NC1CCCC1	-3%	-7%	-6	-3%	-5%	-3%	4%	-3%	-0.6%	-6%	3%
Cc1cc(C)cc(C(=O)N2CCC3(CC2)NCCc2[nH]cnc23)c1	0%	7%	6	-11%	-4%	-5%	2%	3%	0.0%	?	7%
Cc1cccc(-n2cnc3cc([N+](=O)[O-])ccc32)c1	0%	5%	-15	2%	1%	7%	2%[46.1 µM]	2%	0.2%	24%	4%
CCCCCC(=O)Nc1ccc(C(=O)COC(=O)Cn2cnc3c2c(=O)n(C)c(=O)n3C)cc1	0%	9%	-1	-2%	0%	-9%	1%	0%	-0.1%	?	0%
COc1cc2c(cc1OC)CN(c1ccc([N+](=O)[O-])cc1Cl)CC2	0%	-1%	-14	?	0%	?	-6%[46.1 µM]	-4%	-0.7%	-24%	-6%
CCCCSc1oc(-c2ccco2)nc1S(=O)(=O)c1ccccc1	0%	-5%	-6	9%	0%	15%	-5%	-2%	-0.1%	-7%	-5%
CCOC(=O)C1=C(O)/C(=C/c2ccc(OCC(=O)O)c(OCC)c2)SC1=Nc1ccccc1	1%	-5%	-11	6%	-6%	?	11%	3%	0.0%	-2%	·
COc1cc(OC)c(/C=N/NC(=O)c2ccc(NC(C)=O)cc2)cc1Br	-1%	8%	-4	-1%	-1%	-1%	-2%	1%	-1.2%	-2%	4%

Source: PubChem BioAssay
